# Bioassay records: PubChem, National Center for Advancing Translational Sciences (NCATS)
# GPT2 inh – GPT2 alanine aminotransferase inhibition. Q8TD30. Recombinant GPT2, coupled pyruvate oxidase/HRP Amplex Red fluorescence. Potency, µM (titrated, usually from 57.7 µM), for the others: top-dose activity change, negative = inhibition, actives largely listed as inhibitors. actives 0.25% (n = 100,000). AID 1671188; also: potency is read from the fitted curve at half-maximal effect; nearly all actives have a fitted effect of over 60% in size; many of its hits are not listed in these tables
# Target sequence (Q8TD30 whole entry, looked up): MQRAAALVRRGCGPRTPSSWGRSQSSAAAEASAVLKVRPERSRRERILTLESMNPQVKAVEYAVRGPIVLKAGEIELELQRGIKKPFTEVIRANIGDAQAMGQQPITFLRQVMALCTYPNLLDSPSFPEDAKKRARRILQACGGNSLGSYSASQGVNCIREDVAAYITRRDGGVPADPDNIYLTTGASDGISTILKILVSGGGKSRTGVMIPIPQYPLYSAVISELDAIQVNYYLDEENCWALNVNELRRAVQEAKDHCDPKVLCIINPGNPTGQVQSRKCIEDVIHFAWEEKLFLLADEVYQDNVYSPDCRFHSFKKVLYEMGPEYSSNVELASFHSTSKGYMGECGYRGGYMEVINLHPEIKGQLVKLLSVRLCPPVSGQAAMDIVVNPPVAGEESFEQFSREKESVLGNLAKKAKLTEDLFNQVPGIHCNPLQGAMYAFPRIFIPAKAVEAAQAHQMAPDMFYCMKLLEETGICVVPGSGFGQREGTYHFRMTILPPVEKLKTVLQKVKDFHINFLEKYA
#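 Fluorescence of coupled pyruvate oxidase/HRP/Amplex Red system (50uM Amplex, 30 min, dark) reports pyruvate formed by GPT2. Enzyme reaction: 10ng/uL GPT2, 2mM L-alanine, 250uM a-KG, 30 min room temperature, pH 7.5; 50uM AOA control.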
# SNCA viab count – cell viability loss counter-screen; HEK-293-SNCA-luc viability, GF-AFC fluorescence, 24 h; Potency, µM (series often up to 57.1 µM), for inactives: at the top dose activity change, negative = cytotoxicity, usual class: cytotoxic; actives 0.12% (n = 150,000); AID 1671193;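 also: potency is read from the fitted curve at half-maximal effect; 0% = DMSO-treated cells and -100% = medium-only wells without cells; nearly all actives have a fitted effect of over 30% in size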
#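 HEK-293-SNCA-luc cells (1500/well) plated 24 h, then exposed 24 h to a dilution series; GF-AFC added 30 min at 37C, fluorescence 405/540 nm; normalised to medium-only and DMSO wells, Hill fit.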
# 3T3 cytotox – kills NIH 3T3 cells | NIH 3T3 viability, CellTiter-Glo ATP luminescence, 48-72 h | Potency, µM (highest dose often 96.7 µM), inactives show at the top dose activity change, negative = cytotoxicity, usual class: inhibitors | actives 4.3% (n = 94,000) | AID 1345082; also: potency is read from the fitted curve at half-maximal effect; nearly all actives have a fitted effect of over 55% in size
#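 ATP-dependent luminescence (CellTiter-Glo) served as the viability signal for NIH 3T3 cells treated with compound for 48 or 72 hr at 37 °C.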
# IP6K1 inhibitor – inhibitors of human IP6K1. actives 0.81% (n = 140,000). activity change, % (series mostly up to about 58 µM). Q92551. AID 1645851. IP6K1 kinase, ADP-Glo luminescence, 2 h; hits give low values; in the data active = activity change below about -25%
# Target sequence (Q92551 whole entry, looked up): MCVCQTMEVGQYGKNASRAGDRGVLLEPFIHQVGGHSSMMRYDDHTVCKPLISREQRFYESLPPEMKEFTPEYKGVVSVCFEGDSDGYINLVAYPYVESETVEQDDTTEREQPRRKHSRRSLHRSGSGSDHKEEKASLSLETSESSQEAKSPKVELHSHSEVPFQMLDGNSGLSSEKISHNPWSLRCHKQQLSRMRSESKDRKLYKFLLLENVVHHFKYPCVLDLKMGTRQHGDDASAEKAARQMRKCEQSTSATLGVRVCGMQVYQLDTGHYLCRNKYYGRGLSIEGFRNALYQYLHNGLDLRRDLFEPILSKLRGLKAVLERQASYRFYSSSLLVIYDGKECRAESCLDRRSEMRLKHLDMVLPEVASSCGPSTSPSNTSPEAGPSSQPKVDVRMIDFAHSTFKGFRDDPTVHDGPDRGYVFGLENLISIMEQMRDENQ
#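 ADP-Glo luminescence measures ADP made by human IP6K1 during a 2 h RT reaction with ATP/IP6 (mix at 1.3 mM/130 uM); top library doses 57.5 and 19.1 uM final.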
# SNCA expr inhib – SNCA gene expression inhibition; HEK-293 SNCA-luciferase knock-in, luminescence, 24 h; Potency, µM (highest dose often 57.2 µM), for the others: at the highest dose activity change, negative = inhibition, actives largely listed as inhibitors; actives 0.17% (n = 140,000); AID 1671194;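 also: potency is read from the fitted curve at half-maximal effect; plate controls were DMSO cells for no effect and cell-free wells for full effect; nearly all actives have a fitted effect of over 45% in size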
# HEK cytotox – HEK 293 cell cytotoxicity; actives 6.6% (n = 94,000); HEK 293 viability, ATP luminescence (CellTiter-Glo), 48-72 h; AID 1345083; Potency, µM (series often up to 115 µM), for inactives: at the highest dose activity change, negative = cytotoxicity, most hits filed as inhibitors; also: potency is read from the fitted curve at half-maximal effect; nearly all actives have a fitted effect of over 60% in size
#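 CellTiter-Glo luminescence (cellular ATP) was read after 48 or 72 hr of compound exposure at 37 degree Celsius. Cells were HEK 293 plated at 250 cells/well.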
# Luciferase inh – inhibitors of firefly (Photinus pyralis) luciferase. P08659. purified P. pyralis luciferase, luminescence, biochemical. Potency, µM (series often up to 115 µM), for the others: at the highest dose activity change, negative = inhibition, usual class: inhibitors. actives 2.5% (n = 76,000); also: potency is read from the fitted curve at half-maximal effect; nearly all actives have a fitted effect of over 65% in size
#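 Cell-free enzyme assay, 10nM P. pyralis luciferase, luciferin and ATP each at 10uM. Inhibition profiled over a 6-point titration, read as luminescence.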
# Active calls of the source: *; i = inactive; ? = inconclusive; / = no result given; & = joins results of further samples; [ ] = remark or other dose. Unless noted, calls follow the shape of the dose curve; as a rule, active = well fitted curve in the direction sought with a large enough effect; inconclusive = small, poorly fitted or top-dose-only effect, or another doubt; inactive = no such curve, though single readings can be large; an effect the other way counts as inactive or inconclusive. Unless noted, % is scaled to controls: 0 for no effect and ±100 for the full control effect. Compounds were not picked by outcome; any-hit rate near 7.7%.
SMILES,GPT2 inh,SNCA viab count,3T3 cytotox,IP6K1 inhibitor,SNCA expr inhib,HEK cytotox,Luciferase inh
CCC(CC)C(=O)Nc1ccc([C@@H](O)[C@H]2COCC(=O)N2Cc2ccccc2OC)cc1,-4.8%,-1.8%,-13.6%,12.1,15.6%,-26.0%,-2.8%
CC1(C)CC(=O)c2cc(C#N)c(=O)n(-c3ccc(Cl)cc3)c2C1,/,-6.1%,/,-8.1,49.7%[activator],/,/
O=C(COc1ccc(F)cc1)N1CCCC1c1nc(C2CCOCC2)no1 (centres undefined),-8.0%,2.4%,-3.7%,19.4,?,-4.0%,-4.2%
Fc1ccc(-c2cc(C3CCNCC3)[nH]n2)cc1,i,10.3%,?,2.9,15.4%,?,-10.4%
CCC(=O)Nc1ccccc1-c1nc2ccccc2n(CC(=O)c2ccc(C)cc2)c1=O,/,-11.7%,/,-1.4,-13.1%,/,/
CCCCN(CC)CCNC(=O)c1cc2c(=O)n(CC)c3ccccc3c2s1,/,0.3%,/,-4.4,43.3%[activator],/,/
O=C(c1n[nH]c(=O)c2ccccc12)N1CC(CO)C2(CCNCC2)C1 (centres undefined),3.8%,5.6%[12.5 µM],1.5%,10.3,-3.8%,i,-1.5%
C[N+](C)(C)CCOC(=O)CCC(=O)OCC[N+](C)(C)C,-5.3%&3.9%,-2.0%,/,5.6,20.3%,/,/
O=C(c1cccnn1)N1C[C@@H](COCC2CC2)[C@H](c2ccncc2)C1,1.8%,7.0%,-2.8%,0.6,25.7%,-14.1%,-11.4%
Cc1cc(C)c(CNC(=O)c2cc(-c3ccc(F)cc3)cc3ncn(C)c23)c(=O)[nH]1,i,-4.4%[87.6 µM],-27.3%[138 µM],-0.6,-0.4%[87.6 µM],?,?
O=C(C1COc2ccccc2O1)N(Cc1cccnc1)c1nc2c(Cl)cccc2s1 (centres undefined),/,4.9%,/,2.6,5.4%,/,/
COc1ccc(-n2nc3n(c2=O)CCN(C(=O)c2ccc(C(F)(F)F)cc2)C3)cc1,i,3.1%,31.6µM*,-6.5,-10.0%,-2.1%,/
COC(=O)C1CCN(C(=O)CC[C@H]2CNC(=O)[C@@H]3[C@@H](CCN3Cc3ccc(F)cc3)N2C)CC1,-7.9%,3.0%,-2.9%,3.4,4.8%,i,2.9%
Cc1c(Cl)cccc1NC(=O)c1cnc2sc(N3CCOCC3)nn2c1=O,/,18.3%,/,22.3,22.2%,/,/
CCn1ccc(C(=O)N2C[C@@H](Oc3cccnc3)C[C@@H]2C(=O)N2CCOCC2)n1,i,-8.7%,i,5.8,8.9%,i,10.3%
CCOc1ccccc1CNC(=O)c1cc2c(N3CCCC3)nc(C)cn2n1,-1.6%,-15.4%,?,7.5,9.8%,?,-5.3%
COc1ccc(CNC(=O)CN(c2ccccc2OC)S(=O)(=O)c2ccc(C)cc2)cc1,/,?,/,21.4,?,/,/
CSc1ccc(-c2cccc(C(=O)NCC(=O)N3CCCCC3)c2)cc1,3.3%,-3.3%,?,7.7,61.7%[activator],?,/
CSc1ccc(CCNC(=O)CCCn2c(=O)c3cccn3c3ccccc32)cc1,/,5.6%,/,9.3,-22.2%,/,/
CCC(C)NC(=O)c1nn(-c2ccc(C)cc2)nc1CO (centres undefined),/,-4.1%,/,35.3,3.9%,/,/
CC1=C[C@@H](CNCc2cccnc2)[C@H](C(C)C)C[C@H]1Cc1nnc(-c2ccccc2F)o1,-8.1%[88.5 µM],-23.7%[87.6 µM],-24.8%[138 µM],4.8,-19.3%[87.6 µM],?,-5.1%[172 µM]
O=C1NC2(CCN(C(=O)c3ccccc3)C2)N=C1c1ccncc1 (centres undefined),i,14.5%[87.6 µM],-11.6%[138 µM],-1.4,-17.8%[87.6 µM],-26.6%[172 µM],-5.1%[172 µM]
CN1[C@@H](CCC(=O)NCc2cccs2)CNC(=O)[C@@H]2[C@H]1CCN2Cc1ccccc1,-0.3%[88.5 µM],0.4%[87.6 µM],-17.8%[174 µM],-4.3,?,-29.2%[172 µM],2.0%[172 µM]
O=C(c1ccccc1Cl)N1CCN(c2ccc3nnc(-c4ccccc4)n3n2)CC1,/,/,?,26.0,/,-21.3%,/
O=C(c1ccoc1)N1CCC(N2C(=O)[C@H]3CN(Cc4ccccc4)C[C@H]3C2=O)CC1,i,14.6%,-18.7%,12.6,-9.4%,?,/
CCCn1c2ccccc2c2cnn(CC(=O)NCc3ccccc3Cl)c(=O)c21,/,-22.5%,/,-10.1,8.5%,/,/
COc1ccc(Cl)cc1C(=O)NCCc1noc(C)n1,i,5.7%,1.3%,8.1,-10.1%,-5.3%,-12.3%
CCN(CC)c1nc(-c2ccc(C(C)(C)C)cc2)nc2ccccc12,/,16.6%,/,-10.6,8.9%,/,/
CC(=O)Nc1ccc(S(=O)(=O)NCC2CCC(C(=O)NCc3ccccc3)CC2)cc1 (centres undefined),/,-5.8%,/,-3.7,4.9%,/,/
COc1ccc(CNC(=O)[C@@H](C)C2CC[C@@]3(C)CC[C@H](NC(=O)c4ccc(C#N)cc4)[C@@H](C)[C@@H]3[C@H]2O)cc1 (some centres undefined),0.5%,-3.1%,?,-11.9,-9.2%,?,-1.0%
COc1cc(OC)c(Nc2nc3ccc(C(=O)c4ccccc4)cc3n3c(C)nnc23)cc1Cl,/,8.0%,/,26.7,11.0%,/,/
O=C(COc1ccc([N+](=O)[O-])cc1)Nc1nc2c(s1)CCCC2,/,-5.2%,/,-2.0,6.3%,/,/
Cc1ccccc1-c1cc(O)c2c(c1)CN(Cc1ccoc1)CCO2,3.2%,-0.6%,?,9.4,-2.0%,?,11.6%
CNC(=O)[C@@H]1CCCN1c1nccc(Nc2ccccc2Cl)n1,1.5%[88.5 µM],-5.7%[12.5 µM],-22.3%[138 µM],-5.4,0.5%[87.6 µM],?,/
CCCC(=O)N1Cc2ccccc2CC2(CCCN2CCC)C1 (centres undefined),-4.7%,-7.7%,?,-7.7,51.9%[activator],?,/
O=C(NCc1ccccc1)C1CCN(c2cnc3nccnc3c2)CC1,i,-1.0%,?,-4.7,-9.8%,?,6.9%
COc1cccc(CN2CCC3(CC2)CC(Cc2nc(C)no2)CCO3)n1 (centres undefined),i,-18.2%,-17.5%,2.0,-5.9%,-15.4%,2.0%
Cc1ccc(Cn2c(CN3CCCC(O)(CO)C3)nc3ccccc32)cc1 (centres undefined),4.2%,-6.3%,-15.7%,-7.0,11.2%,-27.0%,3.8%
c1cnc(-c2nc(CC3CCCNC3)no2)cn1 (centres undefined),-11.2%,9.6%,-9.1%,11.4,5.7%,9.0%,-1.2%
COc1ccc(N(C)C(=O)c2nn(-c3ccc(C)cc3)c(=O)n(C)c2=O)c(OC)c1,/,11.0%,/,8.6,-13.6%,/,/

# 3 compounds from above, ordered by SMILES length, ascending:
SMILES,GPT2 inh,SNCA viab count,3T3 cytotox,IP6K1 inhibitor,SNCA expr inhib,HEK cytotox,Luciferase inh
O=C(C1COc2ccccc2O1)N(Cc1cccnc1)c1nc2c(Cl)cccc2s1 (centres undefined),/,4.9%,/,2.6,5.4%,/,/
O=C(c1ccoc1)N1CCC(N2C(=O)[C@H]3CN(Cc4ccccc4)C[C@H]3C2=O)CC1,i,14.6%,-18.7%,12.6,-9.4%,?,/
COC(=O)C1CCN(C(=O)CC[C@H]2CNC(=O)[C@@H]3[C@@H](CCN3Cc3ccc(F)cc3)N2C)CC1,-7.9%,3.0%,-2.9%,3.4,4.8%,i,2.9%

# Further compounds
SMILES,GPT2 inh,SNCA viab count,3T3 cytotox,IP6K1 inhibitor,SNCA expr inhib,HEK cytotox,Luciferase inh
COCCN=C1Nc2ncccc2NC12CCCN(C(=O)c1cccc(OC)c1)C2 (centres undefined),-15.8%,2.8%,-11.6%,3.3,-5.1%,-23.9%,7.5%
CC1CCN(C(c2ccccc2)c2sc3nc(-c4ccco4)nn3c2O)CC1 (centres undefined),/,-18.2%,/,-7.1,?,/,/
COc1ccc(C2CC(=O)Nc3c2c(=O)nc2c(C)cccn32)cc1OC (centres undefined),/,-7.0%,/,15.1,-3.9%,/,/
Cc1ccc(NC2=C(c3ccc(C(F)(F)F)cc3)C(=O)c3ccccc32)cc1F,/,-0.4%,/,-10.5,36.4%[activator],/,/
Cc1cn(CC(=O)N2CCn3nc(Cc4ccccc4)cc3C2)c(=O)[nH]c1=O,3.5%,-6.8%,-10.5%,9.7,-13.1%,-5.0%,-3.3%
COc1cc(OC)c(NS(=O)(=O)c2c(C(=O)N3CCC(C)CC3)c(C)n(C)c2C)cc1Cl,/,-4.9%,/,0.3,-2.2%,/,/
O=[N+]([O-])c1ccc(CN2C[C@H](O)C[C@H]2c2nc(-c3ccc(C(F)(F)F)cc3)no2)cc1,-5.4%[88.5 µM],8.3%[87.6 µM],?,5.3,128.5%[activator][87.6 µM],?,?
COc1cccc(N2C(=O)NC(=NC3CCCCC3)C23CCCN(CC2CCCCC2)C3)c1 (centres undefined),i,?,28.2µM*,-25.6*,?,31.6µM*,/
O=C(CCc1ccnc(N2CCCC2)c1)N1CCN(c2ccccc2)CC1,0.7%,0.1%,-22.5%,11.5,-14.5%,?,9.8%
COc1ccc(OC)c(C2CC(=O)c3c([nH]c(C(=O)OCc4ccc(C)cc4)c3C)C2)c1 (centres undefined),/,3.8%,/,8.7,27.5%,/,/
COc1ccc(-c2cc(N3CCN(C(=O)c4cc5ccccc5[nH]4)CC3)n[nH]2)cc1,i,-18.9%,20µM*,2.0,29.3%,28.2µM*,?
CC(=O)N1CC[C@H](c2nnc(-c3cccnc3)o2)C1,-12.4%[88.5 µM],5.6%[87.6 µM],-7.5%[230 µM],11.1,-0.6%[87.6 µM],-3.7%[230 µM],-12.2%[230 µM]
COCCN1CCOC[C@H]2CCN(C(=O)c3cccc4[nH]ccc34)C[C@H]21,i,-14.1%,-30.2%,-5.3,4.0%,-4.0%,-1.7%
CC[C@H](C)[C@@H](N)C(=O)N1CCC2(CC1)Nc1ccccc1NC2=O,?,-5.7%,-0.6%,1.3,0.1%,-0.4%,0.4%
O=C1NC2(CCN(C(=O)c3ccccc3)C2)Oc2ccccc21 (centres undefined),3.6%[88.5 µM],2.1%[87.6 µM],-11.7%[138 µM],23.4,24.4%[87.6 µM],0.2%[172 µM],3.7%[172 µM]
CN1Cc2c(cc(N3CCOCC3)nc2-c2ccccc2OC(F)(F)F)C1=O,-5.1%[88.5 µM],-27.0%[87.6 µM],-81.4%[138 µM],4.9,8.8%[87.6 µM],-54.0%[172 µM],-6.0%[172 µM]
COC(=O)c1ccc2nc(C[C@@H]3C[C@@H](C(C)C)[C@H](CNC(=O)CCCC(=O)O)C=C3C)[nH]c2c1,1.1%,3.1%,-7.1%,10.9,-24.6%,?,-4.7%
